Screening results: PubChem BioAssay, Sanford-Burnham Center for Chemical Genomics
EBI2 block = blocks human EBI2 receptor beta-arrestin signaling. 0.81% of 360,000 active. AID 651636. P32249. inhibition, % at 5 µM. EBI2 beta-arrestin recruitment, luminescence, 7a,25-OHC stimulated; in the data active means inhibition above about 38%;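 further: enzyme fragment complementation signal reports receptor beta-arrestin coupling in cells; 0% = agonist plus DMSO wells and 100% = wells without agonist; some results beyond the cut were filed as inactive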
Target sequence (P32249 whole entry, looked up, the tested form may be a part): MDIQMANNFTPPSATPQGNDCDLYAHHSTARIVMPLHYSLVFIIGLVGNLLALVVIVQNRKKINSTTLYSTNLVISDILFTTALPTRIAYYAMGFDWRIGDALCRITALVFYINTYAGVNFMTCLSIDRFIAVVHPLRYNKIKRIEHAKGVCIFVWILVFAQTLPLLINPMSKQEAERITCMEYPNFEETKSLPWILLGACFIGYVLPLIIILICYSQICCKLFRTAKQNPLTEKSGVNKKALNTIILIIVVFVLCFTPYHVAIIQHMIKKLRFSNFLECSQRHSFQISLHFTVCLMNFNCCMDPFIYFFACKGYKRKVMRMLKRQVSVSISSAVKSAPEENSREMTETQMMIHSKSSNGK
CXCR6 inh = blocks human CXCR6 beta-arrestin recruitment; O00574; CHO-K1 PathHunter CXCR6 beta-arrestin, luminescence; inhibition, % at 20 µM; 0.36% of 360,000 active; in the data active means inhibition above about 34%, passing the limit was not always enough;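 further: antagonist mode with CXCL16 agonist at 10 nM final; 0% = 10 nM CXCL16 with DMSO and 100% = unstimulated wells without agonist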
Target sequence (O00574 whole entry, looked up): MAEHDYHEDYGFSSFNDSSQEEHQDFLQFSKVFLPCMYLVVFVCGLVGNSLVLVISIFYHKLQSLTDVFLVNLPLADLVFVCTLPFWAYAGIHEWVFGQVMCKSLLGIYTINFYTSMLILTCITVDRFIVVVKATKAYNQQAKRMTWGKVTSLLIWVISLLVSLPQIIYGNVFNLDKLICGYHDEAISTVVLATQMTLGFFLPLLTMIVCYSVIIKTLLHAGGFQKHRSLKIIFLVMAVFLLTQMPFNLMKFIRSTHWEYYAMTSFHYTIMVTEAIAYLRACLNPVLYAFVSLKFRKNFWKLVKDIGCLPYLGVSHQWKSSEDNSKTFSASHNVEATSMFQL
NR3A LBD binder = modulates the human NR3A ligand-binding domain | NR3A LBD differential scanning fluorimetry, Tm shift; 0% = protein alone, 100% = glycine-bound protein | Tm shift relative to glycine control, % at 25 µM | 2.5% of 340,000 active;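 active means melting temperature shift of at least 10% of the positive control shift, at one fixed dose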
Gli-Sufu block = antagonists of Gli-Sufu signaling. 0.74% of 340,000 active. inhibition, % at 5 µM. Sufu-KO-LIGHT fibroblasts, Gli luciferase reporter luminescence. AID 588413;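 active means inhibition above about 55%, limit read from the data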;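 further: 0% = DMSO-treated cells and 100% = wells with medium but no cells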
CCR6 antag = blocks CCL20-driven beta-arrestin recruitment at human CCR6; P51684; CHO-K1 CCR6 PathHunter beta-arrestin, luminescence, CCL20-stimulated; inhibition, % at 20 µM; 0.49% of 340,000 active;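 active means compounds whose inhibition of the agonist-driven luminescence signal at 20 µM reaches about 50%, limit read from the data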;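 further: cells stimulated with CCL20 at 14 nM final; plate controls were DMSO with CCL20 for no effect and DMSO without agonist for full effect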
Target sequence (P51684 whole entry, looked up): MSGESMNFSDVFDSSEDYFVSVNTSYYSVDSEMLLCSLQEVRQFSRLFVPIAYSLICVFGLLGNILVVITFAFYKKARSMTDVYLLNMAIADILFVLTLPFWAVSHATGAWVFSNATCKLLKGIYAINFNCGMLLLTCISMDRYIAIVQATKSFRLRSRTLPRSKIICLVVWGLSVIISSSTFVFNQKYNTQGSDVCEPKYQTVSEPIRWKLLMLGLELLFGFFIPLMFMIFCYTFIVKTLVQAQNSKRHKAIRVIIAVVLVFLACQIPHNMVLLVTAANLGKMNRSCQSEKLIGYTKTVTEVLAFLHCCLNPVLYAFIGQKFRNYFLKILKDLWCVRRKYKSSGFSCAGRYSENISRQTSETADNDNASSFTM
APOBEC3A inh = human APOBEC3A DNA deaminase inhibition; P31941; recombinant A3A, FAM/TAMRA ssDNA deamination fluorescence; inhibition, % at 20 µM; 0.41% of 330,000 active;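 active means at least 40% inhibition at 20 µM here, with at most 30% in a related deaminase screen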;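 further: plate controls were A3A with DMSO for no effect and wells lacking A3A enzyme for full effect; some results filed as inactive read as strong as hits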
MPTP inh = blocks calcium-induced mitochondrial swelling; inhibition, % at 10 µM; 1.4% of 360,000 active; AID 602449; isolated mouse mitochondria, Ca2+ swelling absorbance, 30 min;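 active means inhibition of 50% or more, scaled per plate between neutral and stimulator controls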;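 further: 0% = DMSO wells given calcium and 100% = 1 mM EGTA wells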
A3G deaminase = APOBEC3G (human) deaminase inhibition; Q9HC16; recombinant A3G, ssDNA deamination FAM/TAMRA fluorescence; inhibition, % at 20 µM; 0.28% of 330,000 active; AID 493012;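 active means inhibition of at least 40% at 20 µM, with no more than 30% in the related APOBEC3A deaminase screen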;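 further: plate controls were DMSO wells with A3G for no effect and wells lacking A3G enzyme for full effect; some compounds called inactive have numbers as strong as hits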
Active calls of the source: *; · = not tested or not shown.

SMILES	EBI2 block	CXCR6 inh	NR3A LBD binder	Gli-Sufu block	CCR6 antag	APOBEC3A inh	MPTP inh	A3G deaminase
COC(=O)c1ccc(NC(=O)Cc2ccccc2)cc1	4.9	6.7	-0.3	-35.8	19.2	0.7	-1.5	-5.1
OCc1cn(-c2ccccc2)nc1-c1cc2ccccc2o1	-0.1	-5.9	5.8	-106.9	5.8	3.8	1.1	-4.4
CCCn1c2c(c(O)c(C(=O)Nc3ccc(OC)cc3)c1=O)CCCC2	12.7	3.7	0.9	5.2	-5.6	-19.5	18.7	-2.6
CC1(C)CC(=O)C2=C(C1)N(Cc1ccco1)C(=O)C2(NC(=O)c1cccnc1)C(F)(F)F (stereo not given)	-4.4	-8.3	-1.6	2.8	-6.9	-2.0	4.5	-5.8
Nn1c(SCc2nc3ccccc3[nH]2)nnc1-c1ccccc1	-5.2	-0.5	1.9	12.0	-9.1	0.7	0.2	-5.5
NS(=O)(=O)c1cccc(NC(=O)COC(=O)C2(c3cccc(F)c3)CCCC2)c1	-10.4	-11.2	-2.2	2.2	13.8	6.0	1.8	-7.5
O=C(O)CC(Cn1cnnn1)c1ccccc1 (stereo not given)	-8.2	-1.0	1.3	5.9	1.4	-2.9	0.6	-5.8
CC(C)CCn1nnnc1CN1CCN(C(=O)c2ccco2)CC1	-4.5	5.1	0.9	12.0	14.5	-1.4	-1.6	-5.5
Cn1cnnc1SCC(=O)c1ccco1	8.0	8.1	-3.2	19.9	10.5	1.6	-0.9	5.4
O=P(O)(O)c1ccccc1OCc1ccccc1	0.4	0.2	-1.4	-1.6	-3.0	-4.5	-0.4	-6.3
COc1ccc(C(=O)NCC(=O)OCC(=O)c2ccc(Cl)cc2)cc1OC	1.7	0.9	-0.2	-5.2	7.2	0.5	-2.3	-11.5
CC(C)(CNC(=O)CNC(=O)c1ccccc1F)N1CCOCC1	2.5	-1.9	2.5	0.9	11.6	3.3	-1.3	-0.1
O=C(CNC(=O)c1ccccc1Cl)N/N=C/c1ccc([N+](=O)[O-])s1	-9.4	-2.1	-4.8	1.6	14.2	-4.8	1.5	-9.1
CC(=O)Oc1ccc(/C=N/NC(=O)c2ccc(N(C)S(=O)(=O)c3ccccc3)cc2)cc1	3.2	-3.1	-6.2	-3.7	25.0	0.5	2.5	-7.5
c1ccc(CN2C3=NCCCN3c3ccccc32)cc1	·	·	0.5	5.1	-9.6	-0.2	·	-7.9
O=C(NC1CCCc2ccccc21)C1CCC(CNc2c(N3CCOCC3)c(=O)c2=O)CC1 (stereo not given)	-5.7	3.1	0.2	13.2	-15.1	-1.0	-2.7	-3.8
CCCN1CCC(=O)N(CCSc2ccc(OC)cc2)CC1	5.1	-9.2	0.2	2.8	-0.9	-0.6	-1.5	-4.1
C#CC(C)(C)NC(=S)NC1CC2C=CC1C2 (stereo not given)	-14.5	11.4	1.1	10.0	4.7	1.7	0.2	-2.5
Cc1cc(=O)cc(C)n1-c1ccc(O)cc1	-11.0	-3.1	2.2	-6.3	3.4	-2.7	0.4	-1.9
O=C(Oc1ccc(-c2nnco2)cc1)N(c1ccccc1)c1ccccc1	11.8	4.9	-0.1	13.2	11.7	-3.1	-0.5	-5.1

A different layout for some results above:
Compound | EBI2 block | CXCR6 inh | NR3A LBD binder | Gli-Sufu block | CCR6 antag | APOBEC3A inh | MPTP inh | A3G deaminase
c1ccc(CN2C3=NCCCN3c3ccccc32)cc1 | · | · | 0.5 | 5.1 | -9.6 | -0.2 | · | -7.9
O=C(NC1CCCc2ccccc21)C1CCC(CNc2c(N3CCOCC3)c(=O)c2=O)CC1 (stereo not given) | -5.7 | 3.1 | 0.2 | 13.2 | -15.1 | -1.0 | -2.7 | -3.8

Going on with the list:
SMILES	EBI2 block	CXCR6 inh	NR3A LBD binder	Gli-Sufu block	CCR6 antag	APOBEC3A inh	MPTP inh	A3G deaminase
CSc1ccc(/C=C(/NC(=O)c2ccco2)C(=O)NCc2ccco2)cc1	5.1	-16.8	-4.7	-2.1	22.9	-1.9	2.2	-5.9
Cc1cc(C)n2nc(SCc3cccc(S(=O)(=O)N(C)C)c3)nc2n1	-3.3	-1.3	0.5	13.7	5.8	-0.3	5.0	-4.7
CNC(=S)NC(CC(=O)OC)c1ccc2c(c1)OCO2 (stereo not given)	0.2	-8.7	1.4	-13.6	-7.8	3.5	-1.1	-1.5
COCCNC(=O)c1onc(CSc2ccccc2F)c1C(=O)O	-3.8	7.5	4.0	-1.0	-8.8	-4.0	0.0	-10.5
Cc1ccc(C)c(-n2c(Cc3cccs3)n[nH]c2=S)c1	-7.6	-3.9	-2.5	2.0	11.6	-0.7	0.1	13.2
Cc1ccc(S(=O)(=O)N(C)c2ccc(OCC(=O)OCc3cccc(Br)c3)cc2)cc1	-9.2	9.6	-1.2	-7.7	13.6	·	-0.4	·
O=C(COc1ccccc1C(=O)O)Nc1ccc(SC(F)F)cc1	15.5	-3.7	-1.1	2.5	-18.1	3.3	-2.8	1.2
C=CCN(C(=O)CSc1nnnn1C)c1nc(-c2ccccc2)cs1	22.0	6.4	1.0	-11.4	7.3	-3.7	0.0	-14.2
Cc1cc(OCCCC(=O)NNC(=O)c2ccncc2)ccc1Cl	-3.5	-6.4	1.8	-26.2	6.6	-4.5	0.7	-6.5
O=C(CSc1nc(-c2ccco2)cc(C(F)(F)F)n1)NN1CCOCC1	1.0	0.5	0.0	0.5	2.6	-1.3	-1.4	-7.3
Cc1cccc(NC(=O)Nc2ccc(Br)cc2)n1	-3.5	-1.9	1.2	-81.0	2.5	-3.1	5.9	-4.8
CCOC(=O)C1=C(CSc2nc(-c3ccncc3)ccc2C#N)OC(N)=C(C#N)C1c1cccnc1 (stereo not given)	7.0	-10.9	1.3	9.6	17.7	-1.4	-3.6	-3.7
COc1ccc(NC(=O)CCS(=O)(=O)c2ccccc2)c(OC)c1	-7.3	-1.4	0.9	-8.0	-6.0	2.4	-1.2	0.7
Cc1cccc(NC(=O)CCC2CCN(Cc3nccs3)CC2)c1	-4.3	8.1	0.7	1.6	6.7	-2.2	-1.0	-5.6
COc1ccc(S(=O)(=O)N2CCCC(C(=O)O)C2)cc1Cl (stereo not given)	-9.0	11.6	-4.4	0.9	-2.8	0.9	-1.1	0.6
O=C(c1cc(COc2ccc(F)cc2Cl)on1)N1CCN(C2CCCCC2)C(=O)C1	4.5	-3.4	4.8	14.4	7.0	-7.6	-0.9	-5.8
CC(Sc1nncn1C)C(=O)Nc1ccc(S(N)(=O)=O)cc1 (stereo not given)	-0.4	-1.4	-0.9	-0.9	-2.9	4.2	0.8	0.4
O=C(O)C1CCCN(C(=O)NCc2ccccc2)C1 (stereo not given)	-12.4	5.7	0.6	2.1	5.4	-1.1	-2.4	-2.7
COc1ccc(NS(=O)(=O)CC(C)C)c(OC)c1	-11.2	-5.6	-2.4	1.7	-3.5	1.2	0.8	10.3
O=C(NC1CCOCC1)C1CCC(=O)N(Cc2ccc(Cl)cc2)C1 (stereo not given)	-8.2	-4.7	-1.0	0.8	11.3	-0.6	1.3	-2.0

Some entries already given, reduced to APOBEC3A inh.
SMILES	APOBEC3A inh
CC(Sc1nncn1C)C(=O)Nc1ccc(S(N)(=O)=O)cc1 (stereo not given)	4.2
O=C(O)C1CCCN(C(=O)NCc2ccccc2)C1 (stereo not given)	-1.1
COc1ccc(NS(=O)(=O)CC(C)C)c(OC)c1	1.2
O=C(NC1CCOCC1)C1CCC(=O)N(Cc2ccc(Cl)cc2)C1 (stereo not given)	-0.6

Next part.
SMILES	EBI2 block	CXCR6 inh	NR3A LBD binder	Gli-Sufu block	CCR6 antag	APOBEC3A inh	MPTP inh	A3G deaminase
CCOC(=O)C1(Cc2ccccc2)CCCN(Cc2ccc(OCC)c(CO)c2)C1 (stereo not given)	-5.1	-3.4	-1.1	25.6	1.5	-2.1	-1.4	-9.1
Clc1ccccc1Cc1noc(CN2CCCCC2CCc2ccccn2)n1 (stereo not given)	8.5	-1.9	-20.8	27.3	7.3	-3.8	3.4	-3.5
O=C(CSc1nc(-c2ccccc2)c(-c2ccccc2)[nH]1)NCCN1C(=O)CSC1=O	2.7	-6.9	-2.1	-33.5	12.5	-2.7	-0.6	-5.3
CCN(C(=O)CCNC(=O)Cn1cnc2ccccc2c1=O)c1cccc(Cl)c1	2.6	1.6	-0.7	0.2	18.3	-0.5	-2.4	-6.8
CCOc1ccc2nc(NC(=O)C3CCN(C(=O)c4ccco4)CC3)sc2c1	-3.8	-8.2	-1.6	-18.3	-5.2	-2.7	-0.1	-8.1
S=C(NC1CCCCC1)N(CCc1nc2ccccc2[nH]1)C1CCCC1	12.2	-2.7	-6.5	9.6	4.8	-2.1	65.4*	-1.3
Cc1c(NC(=O)OCCSc2nc(N(C)C)nc(N(C)C)n2)sc(=S)n1C	5.0	-0.4	-1.2	6.2	14.4	-4.8	0.9	-5.0
C[C@@H]1CC[C@@]2(O[C@H](CCO)C[C@@H](O)[C@@H]2O)O1	-10.4	3.6	-0.8	-3.6	2.0	-0.8	-2.0	-9.7
Cc1cccc(N=Nc2cn[nH]c2-c2ccco2)c1	2.1	0.3	-2.0	-3.8	9.9	-1.6	-0.3	-4.2
CCc1ccccc1NC(=S)N1CCN(c2ccccn2)CC1	-10.5	2.9	0.3	8.2	11.0	4.2	0.8	-1.6
Cc1cccc(NC(=S)NCC2CCCO2)c1 (stereo not given)	-6.3	-13.2	-0.4	2.8	-4.1	-6.1	-0.4	0.9
CN(C)S(=O)(=O)c1cc(NC(=O)CNCCN2CCOCC2)ccc1Cl	-6.1	0.9	0.5	-2.5	-5.5	1.4	1.4	-8.1
Cc1nn(C)cc1C(C)NCc1c(C(=O)N2CCCCCCC2)nc2ccc(Cl)cn12 (stereo not given)	-13.2	3.4	-0.8	29.3	23.8	1.8	-0.1	-2.9
CC1(C)Cc2c(sc3nc(C4CC4)n(N)c(=O)c23)CO1	-13.8	-9.8	1.2	-1.1	5.5	-4.6	4.2	-12.6
CCOc1ccc(N(CC(=O)N2CCN(c3ccccc3F)CC2)S(=O)(=O)c2c(C)noc2C)cc1	8.2	2.0	0.4	-23.0	24.0	3.7	-0.1	11.1
O=C(CCn1cnc2ccccc21)N/N=C/c1ccc(O)cc1	-9.8	4.5	0.5	-5.3	1.1	-1.7	1.4	-6.4
Cc1ccc(S(=O)(=O)NC(C)C(=O)N2CCOCCOCCOCCOCC2)cc1 (stereo not given)	-23.2	-5.3	-0.5	-22.6	-6.7	0.8	-1.9	-5.3
CCn1ncc(/C=N\NC(=O)COc2ccccc2)c1C	10.0	2.7	-6.7	-7.0	4.8	-2.6	-2.6	-4.5
COc1ccc(CNC(=O)C2CCCN(S(=O)(=O)c3c(C)n[nH]c3C)C2)cc1 (stereo not given)	-0.3	-0.8	-0.1	-1.4	0.1	-2.9	0.0	-7.7
COc1ccc(OC)c(NC(=O)CN2C(=O)COc3ccc(S(=O)(=O)N4CCCC4)cc32)c1	5.6	6.6	-1.2	-1.7	14.1	0.5	-1.0	-2.5
CCc1noc(C)c1C(=O)OCC(=O)Nc1nc(-c2ccc(F)c(F)c2)cs1	-6.2	13.7	8.6	9.3	-13.9	-0.1	14.3	-7.5
CCCn1nc(C(=O)Nc2cccc(C(=O)OC)c2)c2ccccc2c1=O	5.5	2.4	2.2	4.8	19.2	-0.6	1.8	-3.5
O=C(Nc1cccc(-c2ccc(N3CCCCC3)nn2)c1)c1ccco1	-1.1	-4.1	-16.1	-75.2	19.1	0.1	0.7	0.3
Cc1cc2nc(C3CCCN(C(=O)NCc4ccccc4)C3)[nH]c2cc1C (stereo not given)	-2.2	0.6	2.4	-9.2	1.8	0.0	2.5	-2.8
CC(=C/c1ccccc1)/C=N/n1c(-c2ccncc2)n[nH]c1=S	0.8	7.4	0.8	-7.3	3.8	-1.7	0.0	61.4*
CCOC(=O)Cc1[nH]nc2c1C(C1C=CCCC1)C(C#N)=C(N)O2 (stereo not given)	5.0	4.4	-1.6	-4.4	3.9	13.9	-1.6	3.3
CC(C)(C)NC(=O)C(c1ccc(O)cc1)N(Cc1ccco1)C(=O)CCC(=O)Nc1ccccn1 (stereo not given)	-0.7	7.5	-2.4	6.4	15.4	-3.5	0.7	-9.4
